Assay outcomes deposited in PubChem by Broad Institute.
NSD2 inh – NSD2 (human) methyltransferase inhibition | 44,000 compounds, 0.07% hits | NSD2-SET H3K36me1 DELFIA fluorescence, biochemical | inhibition, % at 12.5 µM | O96028 | AID 624260; in the data active means inhibition above about 54%, passing the limit was not always enough; inconclusive means no clear call, values can overlap the other calls;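 further: inhibitors reduce the monomethyl H3K36 fluorescence signal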
Target sequence (O96028 whole entry, looked up): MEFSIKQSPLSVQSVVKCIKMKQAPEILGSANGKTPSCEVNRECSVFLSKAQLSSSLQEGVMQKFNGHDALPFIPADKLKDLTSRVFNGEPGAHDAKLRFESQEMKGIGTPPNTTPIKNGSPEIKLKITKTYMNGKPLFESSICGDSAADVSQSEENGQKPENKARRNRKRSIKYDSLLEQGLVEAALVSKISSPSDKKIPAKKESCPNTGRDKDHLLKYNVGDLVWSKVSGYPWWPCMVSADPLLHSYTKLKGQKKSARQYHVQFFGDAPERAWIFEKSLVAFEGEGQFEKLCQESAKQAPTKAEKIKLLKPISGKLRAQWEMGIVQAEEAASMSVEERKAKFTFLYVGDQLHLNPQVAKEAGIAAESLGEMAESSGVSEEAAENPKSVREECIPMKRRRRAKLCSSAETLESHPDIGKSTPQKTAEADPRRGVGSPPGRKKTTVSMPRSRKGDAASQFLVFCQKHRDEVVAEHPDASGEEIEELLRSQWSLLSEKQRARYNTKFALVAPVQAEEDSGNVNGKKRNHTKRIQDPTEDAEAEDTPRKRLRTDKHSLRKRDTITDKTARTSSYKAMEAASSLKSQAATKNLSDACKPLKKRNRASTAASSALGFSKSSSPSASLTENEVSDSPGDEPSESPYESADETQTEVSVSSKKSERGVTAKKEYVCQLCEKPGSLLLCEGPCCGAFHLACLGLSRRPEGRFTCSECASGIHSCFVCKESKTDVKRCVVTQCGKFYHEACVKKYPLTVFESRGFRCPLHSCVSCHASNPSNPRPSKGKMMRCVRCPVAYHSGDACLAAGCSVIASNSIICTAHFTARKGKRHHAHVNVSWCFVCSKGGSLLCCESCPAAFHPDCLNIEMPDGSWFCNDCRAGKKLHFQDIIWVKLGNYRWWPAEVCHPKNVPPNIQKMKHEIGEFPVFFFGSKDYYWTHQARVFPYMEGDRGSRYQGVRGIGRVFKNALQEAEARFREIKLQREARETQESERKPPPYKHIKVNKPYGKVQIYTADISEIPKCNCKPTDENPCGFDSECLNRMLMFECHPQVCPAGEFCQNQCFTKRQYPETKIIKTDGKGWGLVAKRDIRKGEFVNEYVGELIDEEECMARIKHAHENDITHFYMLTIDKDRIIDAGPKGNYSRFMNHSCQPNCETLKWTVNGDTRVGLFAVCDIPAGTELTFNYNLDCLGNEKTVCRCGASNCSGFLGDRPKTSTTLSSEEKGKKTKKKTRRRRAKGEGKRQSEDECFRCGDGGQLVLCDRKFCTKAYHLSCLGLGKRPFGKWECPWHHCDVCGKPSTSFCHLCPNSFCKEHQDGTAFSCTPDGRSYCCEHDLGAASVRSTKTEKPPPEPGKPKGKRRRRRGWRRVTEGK
* = called active by the depositor; ? = inconclusive. Only part of the results is shown; the hit share may differ from the screen's.

item	structure	NSD2 inh
1	C[C@H](CO)N1C[C@H](C)[C@@H](CN(C)Cc2ccccn2)Oc2cc(Br)ccc2S1(=O)=O	-0.8
2	CNC[C@H]1Oc2c(NC(=O)Nc3ccccc3)cccc2C(=O)N([C@H](C)CO)C[C@H]1C	6.0
3	Cc1ccccc1-c1ccc2c(c1)O[C@H](CN(C)C(=O)Nc1ccc(F)cc1)[C@H](C)CN([C@H](C)CO)S2(=O)=O	-1.6
4	Cc1ccccc1-c1ccc2c(c1)O[C@H](CN(C)Cc1ccc(C(=O)O)cc1)[C@@H](C)CN([C@H](C)CO)S2(=O)=O	-1.5
5	Cc1ccc(S(=O)(=O)N(C)C[C@@H]2Oc3ccc(NC(=O)NC4CCCCC4)cc3CC(=O)N([C@H](C)CO)C[C@@H]2C)cc1	0.4
6	O=C(C[C@@H]1C[C@H]2c3cc(NC(=O)CC4CC4)ccc3O[C@H]2[C@H](CO)O1)NCc1cccc(F)c1	-7.5
7	Cc1cccc(CN(C)C[C@@H]2Oc3ncc(-c4ccccc4)cc3C(=O)N([C@H](C)CO)C[C@@H]2C)c1	-0.3
8	COc1ccc(CN(C)C[C@@H]2Oc3ccc(NS(=O)(=O)c4cn(C)cn4)cc3CC(=O)N([C@H](C)CO)C[C@H]2C)cc1	0.1
9	CC(C)CC#Cc1cnc2c(c1)C(=O)N([C@H](C)CO)C[C@@H](C)[C@H](CN(C)C(=O)c1ccccc1)O2	-1.6
10	C[C@@H]1CN([C@@H](C)CO)C(=O)c2cc(NC(=O)Cc3cn(C)c4ccccc34)ccc2O[C@@H]1CN(C)C(=O)Nc1ccccc1	0.2
11	C[C@H]1CCCCO[C@H](CN(C)C)[C@@H](C)CN([C@@H](C)CO)C(=O)c2cc(NC(=O)Nc3ccc(C(F)(F)F)cc3)ccc2O1	5.0
12	C[C@@H]1CCCCO[C@@H](CN(C)Cc2ccccc2)[C@@H](C)CN([C@@H](C)CO)C(=O)c2cc(NC(=O)CCCN(C)C)ccc2O1	1.7
13	COc1ccccc1NC(=O)N(C)C[C@H]1OCc2cn(nn2)CCCC(=O)N([C@H](C)CO)C[C@H]1C	4.0
14	COc1ccc(S(=O)(=O)Nc2ccc3c(c2)CC(=O)N([C@@H](C)CO)C[C@@H](C)[C@H](CN(C)S(=O)(=O)c2ccccc2)O3)cc1	6.2
15	C[C@H](CO)N1C[C@H](C)[C@H](CN(C)C(=O)Cc2ccncc2)Oc2ncc(C3=CCCC3)cc2C1=O	-1.6
16	COc1ccc(S(=O)(=O)N(C)C[C@H]2OCc3ccccc3-c3ccccc3C(=O)N([C@@H](C)CO)C[C@@H]2C)cc1	-5.0
17	C[C@H]1CN([C@@H](C)CO)C(=O)c2cc(C#CC(C)(C)O)cnc2O[C@@H]1CN(C)Cc1ccccn1	-1.6
18	Cc1noc(C)c1S(=O)(=O)N(C)C[C@@H]1Oc2ccc(NC(=O)Nc3ccccc3)cc2C(=O)N([C@@H](C)CO)C[C@@H]1C	48.7
19	C[C@@H]1CCCCO[C@@H](CN(C)C(=O)Nc2ccc3c(c2)OCO3)[C@@H](C)CN([C@H](C)CO)C(=O)c2cc(NS(C)(=O)=O)ccc2O1	31.6
20	O=C(CCCCC(=O)N/N=C/c1ccc(Br)cc1)NO	-1.6
21	CC(=O)N(C)C[C@H]1Oc2cc(C#Cc3ccc(F)cc3)ccc2S(=O)(=O)N([C@H](C)CO)C[C@@H]1C	-1.8
22	C[C@@H]1CCCCO[C@H](CN(C)Cc2ccc3c(c2)OCO3)[C@@H](C)CN([C@H](C)CO)C(=O)c2cc(NC(=O)c3ccncc3)ccc2O1	0.5
23	COc1ccc(S(=O)(=O)Nc2ccc3c(c2)C(=O)N([C@H](C)CO)C[C@@H](C)[C@H](CN(C)C(=O)NC2CCCCC2)OCCCC[C@@H](C)O3)cc1	-1.5
24	CC(C)NC(=O)Nc1ccc2c(c1)C(=O)N([C@H](C)CO)C[C@H](C)[C@H](CN(C)C(=O)CCC(F)(F)F)OCCCC[C@@H](C)O2	-3.1
25	C[C@H](CO)N1C[C@H](C)[C@@H](CN(C)Cc2ccccc2F)Oc2ncc(-c3ccccc3F)cc2C1=O	-0.3
26	COc1ccc(CN(C)C[C@@H]2Oc3ccc(NC(=O)CCCCCC(=O)Nc4ccccc4N)cc3CC(=O)N([C@H](C)CO)C[C@H]2C)cc1	1.7
27	COc1ccc(NC(=O)N(C)C[C@H]2OCCCC[C@H](C)Oc3ccc(NC(=O)Nc4ccc5c(c4)OCO5)cc3C(=O)N([C@@H](C)CO)C[C@@H]2C)cc1	0.5
28	C[C@H]1CN([C@@H](C)CO)C(=O)c2c(c3ccccc3n2C)-c2ccccc2CO[C@H]1CN(C)S(=O)(=O)c1ccccc1C#N	-7.6
29	CNC[C@@H]1OCCCC[C@@H](C)Oc2ccc(NC(=O)c3ccncc3)cc2C(=O)N([C@H](C)CO)C[C@H]1C	-172.3
30	CCN(CC)CC1CCN(c2ncc3ncnc(Nc4ccc(F)c(Cl)c4)c3n2)CC1	13.9
31	C[C@@H]1CN([C@@H](C)CO)C(=O)CCCn2nncc2CO[C@@H]1CN(C)C(=O)Nc1cccc(F)c1	1.2
32	C/C=C/c1cnc2c(c1)C(=O)N([C@@H](C)CO)C[C@H](C)[C@H](CN(C)C(=O)Nc1ccc(F)cc1)O2	1.9
33	C[C@H](CO)N1C[C@H](C)[C@H](CN(C)S(=O)(=O)c2cccs2)Oc2ncc(-c3ccccc3)cc2C1=O	-3.6
34	C[C@@H]1CN([C@@H](C)CO)C(=O)c2cc(NC(=O)C3CCCCC3)ccc2O[C@@H](C)CCCCO[C@H]1CN(C)C(=O)Nc1cccc2ccccc12	1.0
35	O=C(Nc1ccccc1)Nc1ccc2c(c1)[C@H]1C[C@@H](CC(=O)N3CCOCC3)O[C@H](CO)[C@H]1O2	0.1
36	C[C@@H]1CN([C@@H](C)CO)C(=O)CCCn2cc(nn2)CO[C@H]1CN(C)Cc1ccncc1	11.1
37	C[C@@H]1CCCCO[C@H](CN(C)S(=O)(=O)c2ccccc2)[C@@H](C)CN([C@@H](C)CO)C(=O)c2cc(NS(=O)(=O)c3ccc(F)cc3)ccc2O1	-5.8
38	CCCNC(=O)C[C@@H]1C[C@H]2c3cc(NC(=O)CN(C)C)ccc3O[C@H]2[C@H](CO)O1	9.0
39	COc1cccc(-c2cnc3c(c2)C(=O)N([C@@H](C)CO)C[C@@H](C)[C@@H](CN(C)C(=O)CC2CC2)O3)c1	-5.9
40	C[C@@H]1CN([C@H](C)CO)C(=O)c2c(c3ccccc3n2C)-c2ccccc2CO[C@H]1CN(C)S(=O)(=O)c1ccccc1F	-0.8
41	C[C@@H]1CN([C@H](C)CO)C(=O)Cc2cc(NC(=O)Nc3ccccc3)ccc2O[C@@H]1CN(C)Cc1ccc(Oc2ccccc2)cc1	-20.3
42	C[C@H]1CN([C@@H](C)CO)C(=O)Cc2cc(NC(=O)Nc3ccc(C(F)(F)F)cc3)ccc2O[C@@H]1CN(C)Cc1ccc(C(=O)O)cc1	-19.5
43	CCCNC(=O)N(C)C[C@H]1Oc2ncc(Br)cc2C(=O)N([C@@H](C)CO)C[C@@H]1C	-0.5
44	COC(=O)c1cn(C[C@H](Cc2ccccc2)NC(=O)Nc2ccccc2)nn1	2.7
45	C[C@H](CO)N1C[C@H](C)[C@@H](CN(C)C(=O)Nc2ccc3c(c2)OCO3)Oc2ccc(NC(=O)C3CCCCC3)cc2C1=O	1.7
46	Cc1noc(C)c1S(=O)(=O)Nc1ccc2c(c1)C(=O)N([C@H](C)CO)C[C@H](C)[C@@H](CN(C)CC1CCCCC1)O2	-4.4
47	C[C@@H]1CCCCO[C@@H](CN(C)Cc2ccc(C(=O)Nc3ccccc3N)cc2)[C@@H](C)CN([C@H](C)CO)C(=O)c2cc(NC(=O)Nc3ccc4c(c3)OCO4)ccc2O1	-5.4
48	C[C@H](CO)N1C[C@H](C)[C@H](CN(C)C(=O)C2CC2)Oc2cc(C#Cc3ccncc3)ccc2S1(=O)=O	9.3
49	Cc1noc(C)c1S(=O)(=O)N(C)C[C@H]1OCCCC[C@H](C)Oc2ccc(NS(=O)(=O)c3ccccc3)cc2C(=O)N([C@H](C)CO)C[C@H]1C	10.7
50	C[C@@H]1CN([C@H](C)CO)C(=O)Cc2cc(NC(=O)Cc3ccccc3)ccc2O[C@@H]1CN(C)C(=O)Nc1ccc(C(F)(F)F)cc1	?
51	CCCC#Cc1cnc2c(c1)C(=O)N([C@H](C)CO)C[C@@H](C)[C@H](CN(C)Cc1ccccc1)O2	?
52	CCCNC(=O)N(C)C[C@@H]1Oc2cc(-c3cccnc3)ccc2S(=O)(=O)N([C@@H](C)CO)C[C@@H]1C	14.9
53	C[C@@H]1CN([C@@H](C)CO)C(=O)c2cccc(NC(=O)c3nc4ccccc4s3)c2O[C@@H]1CN(C)C(=O)NC1CCCCC1	1.8
54	Cc1noc(C)c1NC(=O)Nc1cccc2c1O[C@H](CN(C)S(=O)(=O)c1cccs1)[C@H](C)CN([C@@H](C)CO)C2=O	5.3
55	COc1cccc(S(=O)(=O)N(C)C[C@H]2Oc3ncc(C#CC(C)C)cc3C(=O)N([C@@H](C)CO)C[C@H]2C)c1	-3.8
56	Cc1ccc(S(=O)(=O)N(C)C[C@@H]2OCCCC[C@H](C)Oc3ccc(NC(=O)c4ccncc4)cc3C(=O)N([C@H](C)CO)C[C@@H]2C)cc1	-3.8

Following part.
item	structure	NSD2 inh
57	C[C@H]1CN([C@@H](C)CO)C(=O)c2cccc(NC(=O)c3ccc(-c4nccs4)cc3)c2O[C@@H]1CN(C)Cc1ccc(C(=O)Nc2ccccc2N)cc1	4.8
58	CCN(CC)c1ncn(Cc2c(Cl)cccc2Cl)c2ncnc1-2	1.3
59	Cc1noc(C)c1NC(=O)N(C)C[C@H]1Oc2ccc(NC(=O)CCC(F)(F)F)cc2CC(=O)N([C@H](C)CO)C[C@H]1C	2.3
60	C[C@@H]1CN([C@@H](C)CO)C(=O)c2cc(Br)cnc2O[C@H]1CN(C)C(=O)c1ccc(F)cc1	1.3
61	C/C=C/c1ccc2c(c1)O[C@@H](CN(C)C(=O)NC1CCCCC1)[C@H](C)CN([C@H](C)CO)S2(=O)=O	5.0
62	COCC#Cc1cnc2c(c1)C(=O)N([C@H](C)CO)C[C@H](C)[C@H](CN(C)C(=O)c1cccnc1)O2	5.0
63	C[C@@H]1CN([C@H](C)CO)C(=O)c2cc(NC(=O)Nc3ccc4c(c3)OCO4)ccc2O[C@H]1CN(C)S(=O)(=O)c1cn(C)cn1	-2.1
64	Cc1noc(C)c1NC(=O)Nc1cccc2c1O[C@H](CN(C)C(=O)Nc1ccc3c(c1)OCO3)[C@@H](C)CN([C@H](C)CO)C2=O	6.6

Structures above that have a Cl atom (two):
item	structure	NSD2 inh
30	CCN(CC)CC1CCN(c2ncc3ncnc(Nc4ccc(F)c(Cl)c4)c3n2)CC1	13.9
58	CCN(CC)c1ncn(Cc2c(Cl)cccc2Cl)c2ncnc1-2	1.3

The list goes on:
item	structure	NSD2 inh
65	C[C@@H]1CN([C@@H](C)CO)C(=O)c2cc(NS(=O)(=O)c3ccc(F)cc3)ccc2O[C@@H]1CN(C)Cc1ccc(C(=O)Nc2ccccc2N)cc1	-2.7
66	Cc1ccc(S(=O)(=O)Nc2cccc3c2O[C@@H](CN(C)Cc2ccc(C(=O)Nc4ccccc4N)cc2)[C@H](C)CN([C@@H](C)CO)C3=O)cc1	-0.8
67	C[C@H]1CN([C@@H](C)CO)C(=O)Cc2cc(NC(=O)Cc3cn(C)c4ccccc34)ccc2O[C@@H]1CN(C)Cc1ccc(C(=O)O)cc1	7.2
68	COc1ccc(S(=O)(=O)N(C)C[C@H]2Oc3ccc(NS(C)(=O)=O)cc3CC(=O)N([C@H](C)CO)C[C@@H]2C)cc1	2.7
69	C/C=C(C)\C=N\NC(=O)CCCCCCC(=O)Nc1ccccc1O	-12.0
70	C=CC(C)(O)CC/C=C(\C)C(=O)OC1C2OC2(C)C2C(OC3OC(COC4OC(CO)C(O)C(O)C4O)C(O)C(O)C3O)OC=CC12O (stereo not drawn)	14.6
71	O=C(NO)c1cccc(C(=O)N/N=C/c2cccc(Br)c2)c1	-6.1
72	C[C@H]1CN([C@@H](C)CO)C(=O)c2cc(NC(=O)c3ccncc3)ccc2O[C@H]1CN(C)Cc1ccc(Oc2ccccc2)cc1	-2.6

The closing 3 records of the section before lead into the next.
item	structure	NSD2 inh
70	C=CC(C)(O)CC/C=C(\C)C(=O)OC1C2OC2(C)C2C(OC3OC(COC4OC(CO)C(O)C(O)C4O)C(O)C(O)C3O)OC=CC12O (stereo not drawn)	14.6
71	O=C(NO)c1cccc(C(=O)N/N=C/c2cccc(Br)c2)c1	-6.1
72	C[C@H]1CN([C@@H](C)CO)C(=O)c2cc(NC(=O)c3ccncc3)ccc2O[C@H]1CN(C)Cc1ccc(Oc2ccccc2)cc1	-2.6
73	C[C@]12CCC(=O)C=C1CC[C@@H]1[C@@H]2[C@@H](O)C[C@@]2(C)[C@H]1CC[C@]2(O)C(=O)CO	-2.8
74	C[C@H]1CN([C@@H](C)CO)C(=O)c2cc(NC(=O)C3CCCCC3)ccc2O[C@H]1CN(C)S(=O)(=O)c1ccc(Cl)cc1	-1.3
75	C[C@@H]1CN([C@@H](C)CO)C(=O)c2cc(-c3cncnc3)cnc2O[C@@H]1CN(C)C(=O)c1cccc(F)c1	0.5
76	C[C@@H]1CN([C@@H](C)CO)C(=O)c2cc(NS(=O)(=O)c3ccc(Cl)cc3)ccc2O[C@@H]1CN(C)C(=O)Nc1ccc2c(c1)OCO2	-12.3
77	COc1ccc2ccc(=O)oc2c1CC(O)C(C)(C)O (stereo not drawn)	1.6
78	C[C@@H]1CN([C@@H](C)CO)C(=O)c2cccc(NC(=O)C3CC3)c2O[C@H]1CN(C)CC1CCCCC1	8.1
79	C[C@@H]1CCCCO[C@H](CN(C)Cc2ccc3c(c2)OCO3)[C@H](C)CN([C@@H](C)CO)C(=O)c2cc(NC(=O)CCCN(C)C)ccc2O1	1.3
80	C[C@H](CO)N1C[C@H](C)[C@H](CN(C)Cc2ccc(C(=O)O)cc2)Oc2ncc(-c3ccccc3)cc2C1=O	-0.3
